# CHRM1 antagonist – blocks human M1 muscarinic receptor; P11229; CHO-K1 hM1, Fluo-8 calcium fluorescence, ACh EC80 antagonist; inhibition, % at 3 µM; 360,000 compounds, 1.3% hits;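 active = percent inhibition above its own plate's cutoff, namely the mean of that plate's compound wells plus 3 SD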;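 note: peak over basal fluorescence ratio during 140 s after agonist addition; 0% = ACh EC80 plus DMSO and 100% = DMSO alone without agonist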
# OXTR potentiator – potentiates the human oxytocin receptor response; CHO-OTR cells, Fluo-8 calcium fluorescence, potentiator mode; 0% = oxytocin EC15, 100% = EC100; activation, % at 3 µM; 320,000 compounds, 0.061% hits;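 active = activation above that plate's cutoff, the mean activation of tested compounds plus 3 SD, cut at about 6.6% in these data, passing the limit was not always enough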;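 note: 100% uses oxytocin at 75 nM as the full agonist control; some results filed as inactive read as strong as hits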
# Target sequence (P30559 whole entry, looked up): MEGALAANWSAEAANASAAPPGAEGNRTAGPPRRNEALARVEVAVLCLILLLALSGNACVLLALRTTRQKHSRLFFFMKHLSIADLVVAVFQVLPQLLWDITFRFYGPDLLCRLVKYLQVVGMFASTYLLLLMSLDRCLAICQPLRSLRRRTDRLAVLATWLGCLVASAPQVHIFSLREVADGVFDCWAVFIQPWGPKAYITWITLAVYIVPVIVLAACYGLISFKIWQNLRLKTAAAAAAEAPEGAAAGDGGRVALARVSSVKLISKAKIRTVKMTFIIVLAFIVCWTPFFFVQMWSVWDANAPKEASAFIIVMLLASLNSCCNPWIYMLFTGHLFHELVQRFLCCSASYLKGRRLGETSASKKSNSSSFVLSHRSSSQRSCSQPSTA
#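 assay system = CHO-OTR cells, human receptor | schedule = compound 6 min at room temperature before oxytocin, 100 s read | detection = Fluo-8 intracellular calcium fluorescence, ex 470-495, em 515-575 nm | evaluation = normalized max/min fluorescence ratio, % activation | control set = EC15 oxytocin alone as 0%, 75 nM oxytocin (EC100) as 100%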
# CHRM4 antagonist – CHRM4 antagonism in calcium assay; CHO-hM4 cells, ACh EC80, Fluo-8 calcium fluorescence; inhibition, % at 3 µM; 360,000 compounds, 0.73% hits; AID 624125;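 active = inhibition above its plate's cutoff, the mean inhibition of sample wells plus 3 SD, cut at about 27% in these data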;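 note: 0% = acetylcholine EC80 with DMSO and 100% = DMSO without agonist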
# Target sequence (P08173 whole entry, looked up): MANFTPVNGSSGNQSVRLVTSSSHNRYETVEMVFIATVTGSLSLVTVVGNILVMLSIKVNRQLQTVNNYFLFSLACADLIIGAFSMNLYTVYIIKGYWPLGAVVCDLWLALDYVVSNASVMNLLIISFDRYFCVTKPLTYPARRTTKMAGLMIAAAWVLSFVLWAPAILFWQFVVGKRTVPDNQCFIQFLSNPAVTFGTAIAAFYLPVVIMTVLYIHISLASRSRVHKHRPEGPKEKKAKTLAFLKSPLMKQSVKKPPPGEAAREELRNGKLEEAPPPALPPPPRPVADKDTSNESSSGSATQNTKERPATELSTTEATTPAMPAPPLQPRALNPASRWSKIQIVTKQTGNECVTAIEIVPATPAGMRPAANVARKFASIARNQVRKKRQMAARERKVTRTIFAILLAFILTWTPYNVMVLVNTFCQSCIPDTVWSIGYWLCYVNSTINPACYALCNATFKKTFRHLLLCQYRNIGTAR
# CHRM1 PAM – human CHRM1 positive allosteric modulation | activation, % at 3 µM | 360,000 compounds, 0.088% hits | AID 588819 | P11229 | CHO-K1 hM1, Fluo-8 calcium fluorescence, ACh EC20; 0% = ACh EC20, 100% = maximal ACh; in the data active = activation above about 19%, passing the limit was not always enough
# CHRM1 agonist – agonists of human M1 muscarinic receptor | P11229 | CHO-K1 hM1, Fluo-8 calcium fluorescence, agonist mode; 0% DMSO, 100% acetylcholine EC100 | activation, % at 3 µM | 360,000 compounds, 0.33% hits | AID 588814;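 active = activation above the run's mean compound activation plus 3 SD, cut at about 16% in these data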;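 note: peak over basal fluorescence ratio within a 140 s kinetic read after compound addition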
# CHO parental Ca – counter-screen for OX1R antagonists: effect in parental CHO cells; parental CHO-K1, ATP-induced calcium, Fluo-8 fluorescence; inhibition, % at 5.6 µM; 330,000 compounds, 0.63% hits; AID 463079;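 active = inhibition above that plate's mean sample inhibition plus 3 SD, cut at about 26% in these data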;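 note: 0% = ATP-challenged DMSO wells and 100% = DMSO wells without ATP; some compounds past the cut are filed as inactive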
#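 Test system: untransfected parental CHO cell line. Compound: one dose, 5.6 µM nominal. Detection: intracellular calcium via Fluo-8 no-wash fluorescent dye. Measure: % inhibition. Benchmarks: ATP-challenged DMSO wells low, unchallenged DMSO wells high.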
# CHRM4 agonist – CHRM4 agonism in calcium assay | P08173 | CHO-K1 hM4/Gqi5, Fluo-8 calcium fluorescence; vehicle 0%, full acetylcholine response 100% | activation, % at 3 µM | 360,000 compounds, 0.14% hits | AID 624127;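 active = activation above the run mean over all test wells plus 3 SD, cut at about 32% in these data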;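 note: peak over basal fluorescence ratio per well then scaled between controls; 0% = DMSO wells and 100% = acetylcholine at EC100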
# M1 ag parental – M1 agonist counterscreen hit in parental CHO-K1 cells; activation, % at 3 µM; Fluo-8 calcium fluorescence; scaled to maximal ATP response, vehicle zero; AID 602248; 360,000 compounds, 0.48% hits; in the data active = activation above about 15%;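 note: untransfected CHO-K1 host cells lacking M1 receptor as counterscreen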
# CHO-K1 Ca antag – counter-screen for M1 antagonists: effect in parental CHO-K1 cells | ATP-induced calcium, Fluo-8 fluorescence | inhibition, % at 3 µM | 360,000 compounds, 0.6% hits | AID 602250;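 active = inhibition above a per-plate cutoff, the plate's mean sample inhibition plus 3 SD, cut at about 24% in these data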;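 note: 0% = DMSO plus EC80 ATP and 100% = DMSO alone without ATP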
# * = called active by the depositor; x = no result given. Rows are unselected; overall some 2.9% were active at least once.
no.	compound	CHO-K1 Ca antag	CHO parental Ca	CHRM4 agonist	CHRM1 PAM	M1 ag parental	CHRM4 antagonist	CHRM1 agonist	OXTR potentiator	CHRM1 antagonist
1	CCn1c(C(O)c2cc(OC)ccc2OC)nc2ccccc21 (stereo not given)	-1	-9	1	-1	4.4	10	-6	2	5
2	COc1ccc(NC(=S)N/N=C2\CC(C)(C)Oc3ccc(O)cc32)cc1	-4	-22	2	9	0.7	4	-7	-1	1
3	NC(=O)COC(=O)c1cccc2c1-c1ccccc1C2=O	-9	16	0	0	0.3	-1	-5	-9	5
4	Cc1ccc(C)c(C(=O)COC(=O)c2n[nH]c3ccccc23)c1	-6	-16	6	0	0.3	-10	2	-6	4
5	O=C(c1ccc(-n2cnnn2)cc1)N1CCN(C(c2ccccc2)c2ccccc2)CC1	-8	-17	-1	-22	-0.1	13	-4	-2	79*
6	CCCCCCC#Cc1cncc(C(=O)NNC(=O)Nc2cc(Cl)cc(Cl)c2)c1	-2	-10	1	4	-0.2	2	-3	-13	-5
7	COc1ccc(OC)c(/C=N/NC(=O)c2cccc3ccccc23)c1	4	-2	1	5	0.6	-18	-1	-2	-8
8	Cc1ccc(C(C(=O)NC2CCCCC2)N(CC2CCCO2)C(=O)CCCC(=O)Nc2ccccn2)cc1 (stereo not given)	-5	-26	3	7	0.3	0	-4	0	-6
9	O=C(Nc1cccc(S(=O)(=O)N2CCCCC2)c1)c1ccc(Cl)nc1	10	-5	21	-10	14	2	2	-9	14
10	CCOC(=O)N/N=C/C=C/c1ccccc1	-2	-4	0	0	0.1	3	-3	2	2
11	O=C1[C@H]2[C@H](C=CC[C@H]2C(=O)N2CCN(c3ccccc3)CC2)CCN1Cc1ccccc1	-12	-16	4	1	0.4	-5	-5	-5	-2
12	COCc1cccc(-c2csc(C(O)c3ccc(OC)cc3)n2)c1 (stereo not given)	-16	x	6	2	4.9	-12	3	x	-3
13	COc1cccc(C(=O)NNc2c3ccccc3nc3ccccc23)c1	-5	-7	12	1	6.6	-9	-4	-9	9
14	O=C(O)CSCC(=O)N1CCN(c2cc(C(F)(F)F)nc3ccccc23)CC1	-6	-2	13	-3	5.0	10	-4	1	0
15	Cc1nc(SCC(O)CCl)c([N+](=O)[O-])[nH]1 (stereo not given)	1	-1	1	10	0.6	5	0	-3	-10
16	C[C@H](O)C#Cc1cnc2c(c1)C(=O)N([C@H](C)CO)C[C@@H](C)[C@H](CN(C)C(=O)Nc1ccc(C(F)(F)F)cc1)O2	-12	x	1	13	0.4	-34	-4	x	-16
17	Cc1ccc2oc(C(=O)NCc3ccc4c(c3)OCO4)c(C)c2c1	0	-5	0	-1	0.6	-2	-5	-6	-14
18	CCOC(=O)C1CCCCN1Cc1ccc(OC)c(OC)c1 (stereo not given)	-11	3	0	2	0.1	9	-3	5	-3
19	Cc1nn(C(C)C(=O)NCCc2cccs2)c(=O)c2nn(-c3ccccc3)c(C)c12 (stereo not given)	-12	-19	2	-2	0.8	11	-3	-7	10
20	Cc1ccc(Cn2ncc3c(N4CCN(CC#N)CC4)ncnc32)cc1	-14	-27	17	-7	6.0	3	-4	-6	15
21	CSc1ccc(S(=O)(=O)N(C)Cc2ccccc2)cc1	0	2	2	-10	0.0	-1	-6	-7	1
22	N#C/C(N)=C(/C#N)N=Cc1cccc(Cl)c1	-1	-5	1	9	0.2	7	0	1	5
23	CCCCC1Cc2[nH]c(=S)[nH]c(=O)c2C(c2ccc(C(C)C)cc2)O1 (stereo not given)	-18	x	0	x	0.2	6	x	x	x
24	Cc1c(C)n(C)c2ccc(C(=O)NCCCN3CCCC3)cc12	-7	-15	1	2	-0.2	-2	-5	-3	0
25	Cc1ccc(S(=O)(=O)N(C)c2c(C)ccc(S(N)(=O)=O)c2C)cc1	0	-16	3	7	1.0	-14	-8	2	-4
26	CCCC(=O)n1nc(-c2ccccc2)nc1N	-7	-7	2	11	3.0	-3	-3	-5	-13
27	Cc1nonc1N1CCN(Cc2cn[nH]c2-c2ccc(F)cc2F)CC1	-17	-10	1	8	1.3	-6	-2	-4	-8
28	C[C@H](CO)N1C[C@H](C)[C@@H](CN(C)C(=O)Nc2ccc(C(F)(F)F)cc2)Oc2ccc(NS(=O)(=O)c3ccccc3)cc2C1=O	-10	-16	0	8	0.1	-3	-3	3	-13
29	COc1ccc(-n2nnnc2S(=O)(=O)CC(=O)N2CCCCC2)cc1	0	17	3	-6	0.5	8	-3	-8	7
30	O=C1C2C3C=CC(CC3)C2C(=O)N1c1ccc(Br)cc1 (stereo not given)	5	x	1	9	-0.2	-4	-2	x	-10
31	COCCNc1oc(/C=C/c2ccc(F)cc2)nc1S(=O)(=O)c1ccccc1	-21	-9	0	3	0.3	0	-3	-3	12
32	O=C(OCc1ccc(COC(=O)c2cccnc2Cl)cc1)c1cccnc1Cl	7	12	7	1	2.8	-4	-3	-27	-2
33	NN/C(=C\[N+](=O)[O-])Nc1ccc(Cl)cc1	2	-4	4	-4	1.1	-6	-7	-18	5
34	CCOc1ccccc1N(CC(=O)OC)S(C)(=O)=O	-14	-4	2	9	0.5	-7	-2	-3	-27
35	CCn1cc(CNC(=O)c2ccc3nc(Cc4ccc(OC)cc4)oc3c2)cn1	-5	-10	7	-5	11	-17	4	-13	-5
36	Cn1ccnc1SCC(=O)Nc1cc(S(=O)(=O)N2CCOCC2)ccc1Cl	-4	-18	2	9	0.8	0	-8	-4	-3
37	COc1ccc(S(=O)(=O)NCCC(C)C)cc1C	-4	-5	-2	-1	0.4	5	-6	-3	1
38	CN1CCCC(OC(=O)c2ccc3c(c2)OCCO3)C1 (stereo not given)	-1	x	0	11	0.7	12	-4	x	-10
39	O=C1NC(c2ccccc2)CCC1(Cl)Cl (stereo not given)	-10	-4	1	8	0.9	-13	-3	-5	-18
40	O=C(OCC(=O)N1CCCC1)c1cnc(Cl)c(Cl)c1	-1	-7	2	-7	0.1	8	-3	-7	5
41	CCOC(=O)Cc1ccc(NC(=O)c2cccc([N+](=O)[O-])c2)cc1	2	-6	6	8	4.6	-2	-3	-7	-8
42	COc1ccc(N2CCN(C(=O)Cn3c(=O)c4cccn4c4cccnc43)CC2)cc1	-17	-6	3	5	1.0	-8	-2	-4	-2
43	CC(OC(=O)c1ccc2c(c1)OCO2)C(=O)NC1CCCCC1 (stereo not given)	0	x	1	14	0.3	-7	-3	x	-16
44	Cc1ncsc1CCOC(=O)c1ccccc1	6	-3	0	4	-0.3	5	-9	-7	1
45	Cc1noc(C)c1S(=O)(=O)Nc1ccc(C(=O)NC2CCCCC2)cc1	23	-6	2	11	-0.2	3	1	-11	-3
46	CCN(CC(=O)NCc1ccc(F)cc1)C(=O)C(C)Oc1cccc(Cl)c1 (stereo not given)	-12	-20	0	-7	0.2	-5	-4	-1	6
47	COc1ccc(S(=O)(=O)Nc2ccc(S(=O)(=O)Nc3nc(C)cc(C)n3)cc2)cc1OC	-1	-10	0	5	0.2	5	-4	-9	-11
48	COc1ccc(Cl)cc1NC(=O)COC(=O)C1COc2ccccc2O1 (stereo not given)	-18	-9	0	6	1.1	3	0	-1	-6
49	CCN1CCCC1CNC(=O)c1cc2cc(OC)c(OC)cc2[nH]1 (stereo not given)	-6	0	0	-8	1.2	4	-5	-4	13
50	CC1(C)Cc2nc3sc4c(N(CCO)CCO)ncnc4c3cc2CO1	-5	-7	3	5	1.5	4	0	1	-6
51	ON1C(c2ccccc2)CC2(O)c3nonc3CCC12 (stereo not given)	15	-3	0	9	0.2	-4	0	-14	-11
52	Cc1nn(CC(=O)NN)c(C)c1Br	13	-26	-1	-1	-0.3	8	-7	-7	4
53	Cc1ccc(NC(=O)Nc2nnc(Cc3ccc([N+](=O)[O-])cc3)s2)cc1C	-6	-7	4	3	1.6	-3	-4	1	-11
54	O=C(O)CCNC(=O)c1cncc(Br)c1	-7	10	1	-1	3.5	0	-1	-11	7
55	COCCn1c(SCC#N)nnc1-c1ccccc1O	-2	0	1	7	1.2	3	-6	-6	-9
56	COc1ccc(Br)cc1C(=O)NC(=S)Nc1ccc2[nH]c(=O)[nH]c2c1	-12	-4	2	3	0.9	0	-1	2	-8
57	COc1ccc(/C(O)=C2/C(=O)C(=O)N(CC3CCCO3)C2c2cccc(OC)c2)cc1 (stereo not given)	-6	-8	1	-3	1.1	-6	0	6	-14
58	CCOCC(=O)OCC(=O)NC12CC3CC(CC(C3)C1)C2	-16	0	3	5	0.8	-5	-2	-8	-6
59	O=C(NNC(=O)C1CCCCC1)c1ccc(Br)cc1	3	10	1	12	0.2	-5	-5	3	-7
60	N/C(Cc1ccc([N+](=O)[O-])cc1)=N\OC(=O)Cc1ccc(Cl)cc1	-3	22	5	-12	4.9	-2	-5	-11	-2

# Next part:
no.	compound	CHO-K1 Ca antag	CHO parental Ca	CHRM4 agonist	CHRM1 PAM	M1 ag parental	CHRM4 antagonist	CHRM1 agonist	OXTR potentiator	CHRM1 antagonist
61	C[C@H](CO)N1C[C@H](C)[C@@H](CN(C)Cc2cccc(C(=O)O)c2)OCc2cnnn2CCCC1=O	-10	x	2	7	0.8	-9	-3	x	-14
62	Cc1ccc(-n2c(C)nn(Cc3ccc([N+](=O)[O-])cc3)c2=O)cc1	-9	-8	19	-3	5.3	0	-3	-6	13
63	O=C(COC(=O)Cc1ccc(Br)cc1)NCc1ccccc1	-14	x	0	2	0.7	-11	-5	x	-6
64	Cc1cc(OC(=O)c2c(Cl)cccc2Cl)nc(C)n1	7	7	1	6	-0.5	-1	-1	-13	1
65	Cc1cccc(C(=O)N2CCN(C(=O)c3cccc(C)c3)C(C)C2)c1 (stereo not given)	-4	-1	1	0	0.1	4	-5	-10	-17
66	Cc1nnc(NC(=O)c2ccc(-c3ccc(Cl)cc3)o2)s1	-1	-7	0	1	0.4	-4	-2	-9	8
67	N#CCSc1nnc2c(Cl)cc(Cl)cn12	-4	0	0	-6	0.1	8	-2	-8	7
68	O=C(COC(=O)/C=C/c1cccc(Br)c1)Nc1cccc(S(=O)(=O)NC2=NCCC2)c1	8	-31	-1	1	1.1	7	-1	-5	-1
69	CCOC(=O)c1cnn(-c2nc(OCC)cc(OCC)n2)c1C	3	-1	-1	10	-0.1	6	-4	-2	-12
70	COc1ccc(C(=O)CN2C(=O)C(C)(C)Oc3ccc(C(=O)N4CCCCCC4)cc32)cc1	-6	-19	4	0	2.1	-1	-4	-8	1

# Marked active in CHRM1 antagonist, among the entries above:
no.	compound	CHRM4 agonist	CHRM1 PAM	CHRM4 antagonist	CHRM1 agonist	CHRM1 antagonist
5	O=C(c1ccc(-n2cnnn2)cc1)N1CCN(C(c2ccccc2)c2ccccc2)CC1	-1	-22	13	-4	79*

# Looked up above.
# Under CHO-K1 Ca antag, COCCNc1oc(/C=C/c2ccc(F)cc2)nc1S(=O)(=O)c1ccccc1 has -21
# Under CHRM1 antagonist, COc1ccc(OC)c(/C=N/NC(=O)c2cccc3ccccc23)c1 has -8
# Under CHRM1 agonist, O=C(O)CCNC(=O)c1cncc(Br)c1 has -1
